hIAP inh – blocks human intestinal alkaline phosphatase. hit rate 0.12% among 330,000. AID 2544. purified IAP, CDP-Star luminescence, 30 min. inhibition, % at 10 µM. P09923;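 active = inhibition reaching a set limit with compound at 10 µM in the primary screen, cut at about 35% in these data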;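 also: plate controls were DMSO wells with enzyme for no effect and no-enzyme buffer wells for full effect; values of inactives mirror those of a sister screen read the other way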
Target sequence (P09923 whole entry, looked up): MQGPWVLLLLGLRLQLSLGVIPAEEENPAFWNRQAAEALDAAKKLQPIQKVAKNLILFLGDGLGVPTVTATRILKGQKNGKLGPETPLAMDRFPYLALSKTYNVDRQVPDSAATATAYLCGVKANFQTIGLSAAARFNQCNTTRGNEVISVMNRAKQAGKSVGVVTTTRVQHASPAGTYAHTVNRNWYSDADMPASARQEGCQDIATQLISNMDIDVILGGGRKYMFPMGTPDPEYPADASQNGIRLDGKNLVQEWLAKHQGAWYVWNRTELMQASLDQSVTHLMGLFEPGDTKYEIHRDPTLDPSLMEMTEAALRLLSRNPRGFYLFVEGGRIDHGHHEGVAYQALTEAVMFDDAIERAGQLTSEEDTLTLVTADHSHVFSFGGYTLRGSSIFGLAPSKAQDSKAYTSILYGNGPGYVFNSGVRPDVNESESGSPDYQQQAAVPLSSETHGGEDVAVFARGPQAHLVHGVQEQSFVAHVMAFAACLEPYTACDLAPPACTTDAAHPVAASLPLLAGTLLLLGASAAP
hIAP activ – human IAP activation. P09923. purified human IAP, CDP-Star luminescence, 30 min; hits give high values; 1 = vehicle-only enzyme, 0 = enzyme-free background. activation factor at 10 µM. hit rate 0.16% among 330,000. AID 2524;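 active = activation factor of the enzyme at least 2-fold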; also: the source names both 10 and 20 µM as test concentration; values of inactives mirror those of a sister screen read the other way
HKDC1 inh – inhibitors of human hexokinase HKDC1; recombinant HKDC1, G6PDH/diaphorase resazurin coupled fluorescence; inhibition, % at 20 µM; hit rate 0.16% among 340,000; AID 493160;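 active = inhibition above about 35% when tested at 20 µM, limit read from the data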;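 also: plate controls were DMSO wells with enzyme for no effect and DMSO wells lacking enzyme for full effect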
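Assay system: recombinant HKDC1 hexokinase; detection: coupled resazurin fluorescence, excitation 525 nm, emission 613 nm; benchmarks: DMSO-plus-enzyme-mix negative control, buffer-substituted positive control; compound dosing: single 20 µM dose; schedule: 90 min at room temperature in dark; also added: glucose plus 1 mM ATP as hexokinase substrates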
ATG4B inh – inhibitors of human ATG4B cysteine protease. Q9Y4P1. ATG4B cleavage of LC3-PLA2, NBD-HPC fluorescence, 1 h. inhibition, % at 8.33 µM. hit rate 0.51% among 340,000; in the data active = inhibition above about 40%
Target sequence (Q9Y4P1 whole entry, looked up): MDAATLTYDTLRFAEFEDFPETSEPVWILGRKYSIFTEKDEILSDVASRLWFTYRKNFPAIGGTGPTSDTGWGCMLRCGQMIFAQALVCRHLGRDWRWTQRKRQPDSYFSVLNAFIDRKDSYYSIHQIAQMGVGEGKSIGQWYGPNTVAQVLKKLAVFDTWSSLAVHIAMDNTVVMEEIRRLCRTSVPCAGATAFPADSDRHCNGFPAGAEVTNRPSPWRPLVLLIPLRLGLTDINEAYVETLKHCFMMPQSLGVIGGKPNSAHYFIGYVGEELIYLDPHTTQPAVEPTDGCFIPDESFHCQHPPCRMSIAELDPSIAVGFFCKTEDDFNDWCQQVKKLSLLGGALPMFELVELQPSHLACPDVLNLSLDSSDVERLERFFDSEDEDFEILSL
mIAP block – mouse IAP inhibition; hit rate 0.2% among 330,000; AID 2806; inhibition, % at 10 µM; purified mouse IAP, CDP-Star luminescence, 30 min;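 active = inhibition of at least 40% at 10 µM in the primary screen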;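 also: plate controls were DMSO with enzyme for no effect and no enzyme wells for full effect; values of inactives mirror those of a sister screen read the other way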
APOBEC3A inh – inhibitors of human APOBEC3A DNA deaminase; recombinant A3A, FAM/TAMRA ssDNA deamination fluorescence; inhibition, % at 20 µM; hit rate 0.41% among 330,000;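 active = at least 40% inhibition at 20 µM here, with at most 30% in a related deaminase screen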;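 also: plate controls were A3A with DMSO for no effect and wells lacking A3A enzyme for full effect; some results filed as inactive read as strong as hits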
PfGluPho inh – PfG6PD (Plasmodium falciparum) enzyme inhibition. PfGluPho enzyme, NADPH resazurin-diaphorase fluorescence. AID 504690. hit rate 0.78% among 350,000. inhibition, % at 20 µM;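 active = inhibition reaching at least a set limit at 20 µM in the primary screen, cut at about 59% in these data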;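 also: 0% = DMSO wells with substrate and 100% = DMSO wells lacking glucose-6-phosphate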
mIAP activ – increases mouse intestinal alkaline phosphatase activity | muIAP, CDP-Star luminescence, 30 min; hits give high values; 1 = vehicle-only enzyme signal, 0 = enzyme-free wells | activation factor at 10 µM | hit rate 0.24% among 330,000 | AID 2805;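 active = activation factor of at least 2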; also: the source names both 10 and 20 µM as test concentration; values of inactives mirror those of a sister screen read the other way
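Assay system: mouse IAP enzyme / Compound: DMSO-dissolved test compounds / Timing: 30 min, room temperature / Measured by: luminescence from enzymatic CDP-Star hydrolysis / Control set: DMSO-only wells, enzyme-free buffer wells as negative control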
Numbers without * were called inactive. Rows are unselected. About 2.4% of those tested had a hit in this group.

Values in the order – hIAP activ | mIAP activ | PfGluPho inh | mIAP block | hIAP inh | ATG4B inh | HKDC1 inh | APOBEC3A inh
NC(=O)N/N=C/c1ccccc1OC(=O)c1ccccc1Br
 : 1.2 | 0.94 | 42 | 6 | -22 | 0 | 11 | -2
C/C(=N\NC(=O)c1nn(C)c(C)c1Br)c1cccc(NC(=O)c2ccc(F)cc2)c1
 : 1.3 | 1 | 3 | -5 | -27 | -12 | 3 | -1
Cc1ccc(-n2cccc2/C=C2/C(=N)N3C(=NC2=O)SN=C3S(C)(=O)=O)cc1
 : 0.94 | 0.88 | -25 | 12 | 6 | 10 | 3 | 11
CSc1ccccc1OCc1cc(C(=O)NC(C)Cn2cncn2)no1 (stereo not given)
 : 1.2 | 0.99 | -4 | 1 | -19 | 13 | -4 | -1
O=C(NCC1CCCO1)c1c(O)c2cccc3c2n(c1=O)CCC3 (stereo not given)
 : 1.1 | 1.1 | -8 | -8 | -6 | 2 | -1 | -2
CCN(CC)CCN(Cc1cc2cc(C)ccc2[nH]c1=O)C(=O)Nc1ccccc1OC
 : 1.1 | 1 | -3 | -2 | -9 | -9 | -1 | -3
CCCn1c(CCC(=O)O)nc2cc(S(=O)(=O)N(CC)CC)ccc21
 : 1 | 1 | 14 | 0 | -4 | -1 | -2 | 2
O=C(Cc1ccccc1)Nc1ccccc1C(=O)O
 : 0.91 | 0.98 | 4 | 2 | 9 | -2 | -1 | -3
O=C(NC(=O)c1ccccc1F)Nc1nc(-c2cccs2)cc(C(F)(F)F)n1
 : 1 | 0.94 | 17 | 6 | -2 | 8 | -3 | 6
COc1cccc(CN(C)C(=O)CSCC(=O)Nc2cc(C)on2)c1OC
 : 1.1 | 0.94 | -14 | 6 | -10 | -2 | -8 | -2
CCOc1ccc(C(=O)CCC(=O)N(CC)CC(=O)Nc2c(F)cccc2F)cc1
 : 1.1 | 1 | 7 | 0 | -11 | 9 | -5 | -3
Cc1cc(NC(=O)CN2C(=O)c3ccccc3S2(=O)=O)no1
 : 0.91 | 1 | 1 | -2 | 9 | 2 | -3 | 63
CC(C)CN(C(=O)c1cccc(F)c1)c1c(N)n(CC(C)C)c(=O)[nH]c1=O
 : 0.95 | 1 | 5 | -3 | 5 | -7 | 2 | -1
O=[N+]([O-])c1c(NCCO)cc(N2CCCCCC2)c2nonc12
 : 0.65 | 0.88 | -2 | 12 | 35 | -8 | 1 | 0
CN(C)c1ccc(-n2cccc2/C=N/n2cnnc2)cc1
 : 1.1 | 1.1 | 6 | -6 | -9 | -7 | 3 | -1
Cn1c(N)c(C(=O)CSc2n[nH]c(N)n2)c(=O)n(C)c1=O
 : 1.1 | 0.99 | -8 | 1 | -7 | 9 | -1 | 1
COc1ccc(C2c3[nH]c4ccccc4c3CCN2CCCn2cccn2)c(C)c1C (stereo not given)
 : 0.9 | 0.89 | 23 | 11 | 10 | -5 | 1 | 0
CCCC(=NC(C)CC)C1=C(O)CC(c2ccccc2)CC1=O (stereo not given)
 : 0.99 | 0.91 | 17 | 9 | 1 | 8 | -5 | -4
O=C(c1ccccc1Sc1ccc([N+](=O)[O-])cc1)N1CCCCC1
 : 0.96 | 1 | 34 | -2 | 4 | 33 | -8 | -2
O=C(CNC(=O)[C@@H]1Cc2ccccc2CN1)NCc1ccco1
 : 0.95 | 0.89 | 7 | 11 | 5 | -3 | -5 | -1
Cc1cc(C)n(-c2nnc(C)n2NC(=O)c2cccc(Cl)c2)n1
 : 0.91 | 0.91 | -2 | 10 | 9 | -11 | -4 | 2
COc1ccccc1/C=C(/NC(=O)c1ccc(Cl)cc1Cl)C(=O)O
 : 0.98 | 1.1 | -18 | -6 | 2 | 4 | 3 | 1
COCC1CCCCN1C(=O)CCCn1nnnc1CN1CCC(C)CC1 (stereo not given)
 : 1.1 | 0.91 | -9 | 9 | -6 | 14 | -11 | 1
CC(C)(C)OC(=O)N1CCC2(CC1)Oc1ccc(F)cc1C(=O)C21CC(c2ccccc2)=NO1 (stereo not given)
 : 0.95 | 0.96 | 3 | 4 | 5 | 4 | 5 | 1
Cc1cccc(Cn2cc(SCC(=O)Nc3nccs3)c3ccccc32)c1
 : 0.95 | 1.1 | -9 | -6 | 5 | -2 | 4 | -2
COc1ccc(C2=NOC(Cn3nc(-c4ccccc4)cc3C(=O)NCc3cccc(C(F)(F)F)c3)C2)cc1 (stereo not given)
 : 1.1 | 3.2* | -6 | -224 | -8 | -6 | -5 | 0
COc1ccccc1OCC(=O)NC1CCCCCC1
 : 1.1 | 1.2 | -5 | -18 | -11 | 1 | -2 | -5
CC(C)N(N=Nc1ccc([N+](=O)[O-])cc1)C(C)C
 : 0.99 | 0.84 | 8 | 16 | 1 | 6 | -5 | 0
CC(C)c1ccc(Nc2c([N+](=O)[O-])c(=O)n(C)c3ccccc23)cc1
 : 0.96 | 0.82 | 14 | 18 | 4 | -5 | 2 | -3
COc1cccc(-c2nc(CS(=O)(=O)CC(=O)NC3CCC(C)CC3)c(C)o2)c1 (stereo not given)
 : 0.99 | 1 | -10 | -2 | 1 | 1 | 0 | -3
O=C(c1c[nH]c(C(=O)C(Cl)(Cl)Cl)c1)c1ccccc1Cl
 : 1 | 0.96 | 6 | 4 | -2 | -3 | 14 | -2
Cc1cc(C)cc(Nc2c3c(nc4ncnn24)CCC3)c1
 : 0.98 | 1 | -26 | 0 | 2 | 4 | 8 | -4
CCC(NC(=O)c1ccc2nc(Cc3ccc(OC)cc3)oc2c1)c1ccncc1 (stereo not given)
 : 1.1 | 1.1 | -21 | -10 | -7 | -5 | 3 | -7
O=C(O)CC1SC(=Nc2cccc(C(F)(F)F)c2)NC1=O (stereo not given)
 : 0.99 | 0.86 | 1 | 14 | 1 | -4 | 0 | 2
CC(=O)NCC(=O)N1CCCC(C(=O)c2ccc3c4c(cccc24)CC3)C1 (stereo not given)
 : 1 | 0.99 | -5 | 0 | 0 | 8 | -6 | -1
O=C(Cn1nc(Cl)nc1Cl)c1ccccc1
 : 1.2 | 1 | 6 | -1 | -16 | -5 | 1 | -6
Cc1ccc(C(=O)OC2CCS(=O)(=O)c3sccc32)cc1 (stereo not given)
 : 1.1 | 0.99 | -5 | 1 | -7 | -6 | -1 | -3
CCCNCc1cc(OC)c(OCC(=O)NCCc2ccccc2)cc1Br
 : 0.95 | 1 | 0 | -2 | 5 | 3 | -7 | 0
COc1ccc(N2CCN(C(=S)NC(=O)c3cccs3)CC2)c([N+](=O)[O-])c1
 : 0.89 | 0.95 | -16 | 5 | 11 | -3 | -2 | 4
COc1cc(/C=N/NC(=O)Cc2nnc(NC(=O)c3ccccc3)s2)ccc1O
 : 0.94 | 0.85 | -4 | 15 | 6 | -9 | 4 | -3
COc1ccc(C(CNC(=O)Nc2cccc(C)c2)N2CCN(C)CC2)cc1 (stereo not given)
 : 1.2 | 0.98 | -5 | 2 | -24 | 0 | 0 | -2
COC(=O)CSc1ncnc2scc(-c3ccccc3)c12
 : 0.88 | 0.98 | -18 | 2 | 12 | 15 | 1 | 5
Cc1nc2sc(-c3ccccc3)cc2c(=O)n1N
 : 1.1 | 1 | -10 | -3 | -9 | -3 | 2 | -4
CCCN(C(=O)CSc1cc(-c2ccccc2)c2ccc(OC)cc2n1)C1CCS(=O)(=O)C1 (stereo not given)
 : 0.95 | 1.1 | 12 | -11 | 5 | -8 | -10 | -4
CCOc1ccc(NC(=O)n2ncc3c(C)cccc32)cc1
 : 0.97 | 0.98 | 18 | 2 | 3 | -3 | -4 | -1
CC(NC(=O)CN1CCN(C(=O)c2cccs2)CC1)c1ccc(F)cc1F (stereo not given)
 : 0.92 | 1 | -4 | -3 | 8 | 4 | -3 | -2
CSc1ncc(Cl)c(C(=O)Nc2nnc(SC)s2)n1
 : 1 | 1.1 | -5 | -5 | -1 | -10 | 4 | -4
COc1cccc(CNCc2ccccn2)c1OC
 : 1.1 | 1 | 17 | -4 | -11 | 9 | -9 | -2
O=C(NCc1cccnc1)c1cc(Sc2ccccc2Cl)nc2ccccc12
 : 0.89 | 1.1 | 3 | -10 | 11 | -6 | -3 | -4
COCCN1C(=O)N[C@@H](c2ccccc2)[C@H](C(C)=O)[C@H]1C
 : 1.1 | 1.1 | 0 | -5 | -14 | 8 | -3 | -4
CN(Cc1ccccc1)C(=O)NC1CCCCC1
 : 1.1 | 1.1 | 3 | -10 | -6 | -13 | -6 | 0
Cc1cc(=O)[nH]c(NCCO)n1
 : 0.95 | 1 | -5 | 0 | 5 | -9 | -5 | -2
CSCC[C@H](NC(=O)C1=NN(c2c(F)c(F)cc(F)c2F)C(=O)CC1)c1nc2ccccc2[nH]1
 : 1 | 1 | -5 | -4 | 0 | -2 | -2 | 1
CCCCC1(C)NC(=O)N(CC(=O)Nc2ccc(S(=O)(=O)N3CCOCC3)cc2)C1=O (stereo not given)
 : 1.1 | 1 | -13 | 0 | -8 | 0 | -4 | 12
c1csc(-c2ccc(N3CCOCC3)nn2)c1
 : 1.1 | 0.92 | -9 | 8 | -7 | 7 | -2 | -3
C=C(C)c1cccc(C(C)(C)NC(=O)Nc2cc(C)ccn2)c1
 : 0.93 | 1.1 | 4 | -7 | 7 | -2 | 2 | 1
COCCNc1nc2nonc2nc1N(C)Cc1cccc2cnccc12
 : 1.1 | 1 | -1 | -1 | -12 | -10 | -9 | 0
CC(=O)N1c2ccc(S(=O)(=O)N3CCCC(C(=O)N4CCCCC4)C3)cc2CC1C (stereo not given)
 : 1.1 | 1.1 | 2 | -15 | -8 | -8 | -1 | -2
CC1CN(C(=O)C2CC(=O)N(c3ccc(Cl)cc3)C2)CC(C)O1 (stereo not given)
 : 1.3 | 1 | 6 | 0 | -33 | -12 | -9 | -4
COc1ccc(N2CCN(C(=O)c3cccc(S(=O)(=O)N4CCOCC4)c3)CC2)cc1
 : 0.97 | 0.99 | 0 | 1 | 3 | -8 | 3 | -1

In a second layout: results already given
molecule,hIAP activ,mIAP activ,PfGluPho inh,mIAP block,hIAP inh,ATG4B inh,HKDC1 inh,APOBEC3A inh
COCCNc1nc2nonc2nc1N(C)Cc1cccc2cnccc12,1.1,1,-1,-1,-12,-10,-9,0
CC(=O)N1c2ccc(S(=O)(=O)N3CCCC(C(=O)N4CCCCC4)C3)cc2CC1C (stereo not given),1.1,1.1,2,-15,-8,-8,-1,-2

Continuation:
Values in the order – hIAP activ | mIAP activ | PfGluPho inh | mIAP block | hIAP inh | ATG4B inh | HKDC1 inh | APOBEC3A inh
Cc1cccc(-n2ncc3c(=O)[nH]c(SCC(=O)NCCC4=CCCCC4)nc32)c1
 : 0.93 | 1 | -16 | -4 | 8 | 3 | -3 | 2
CCS(=O)(=O)Nc1ccc(C2=NN(C(=O)c3ccco3)C(c3ccc(Cl)o3)C2)cc1 (stereo not given)
 : 1.1 | 1 | 17 | 0 | -13 | -24 | -4 | -1
C=CCn1c(C)c(C(C)=O)c(N2CCOCC2)nc1=S
 : 0.78 | 0.97 | -8 | 3 | 22 | 5 | -1 | -3
O=C1Cc2ccccc2N1c1ccccc1
 : 1.4 | 1.1 | 6 | -6 | -37 | -2 | -2 | 4
COC(=O)c1ccc(COc2ccc(C3C4=C(CCCC4=O)Nc4onc(C)c43)cc2)cc1 (stereo not given)
 : 0.87 | 0.94 | -7 | 6 | 13 | -11 | -3 | 9
C[C@H](CO)N1C[C@H](C)[C@@H](CN(C)Cc2ccc(Cl)c(Cl)c2)Oc2c(NC(=O)CCC(F)(F)F)cccc2C1=O
 : 0.96 | 1.2 | 32 | -20 | 4 | -12 | 0 | -4

High-throughput results as filed in PubChem BioAssay.
